# Screening data deposited in PubChem by The Scripps Research Institute Molecular Screening Center.
# IDE act – human IDE activators in live cells, primary screen, fluorescence polarization, HEK cells, FAbeta-B substrate | Insulin-degrading enzyme (Homo sapiens), P14735 | FAbeta-B cleavage; 0% vehicle, 100% cell-free pure enzyme wells | activation, % at 5.96 µM | 340,000 tested, 0.073% active | AID 493087, 2011;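 active = activation above the mean of all tested compounds plus 3 SD, set per screening campaign, cut at about 17% in these data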
# Target sequence (P14735 whole entry, looked up): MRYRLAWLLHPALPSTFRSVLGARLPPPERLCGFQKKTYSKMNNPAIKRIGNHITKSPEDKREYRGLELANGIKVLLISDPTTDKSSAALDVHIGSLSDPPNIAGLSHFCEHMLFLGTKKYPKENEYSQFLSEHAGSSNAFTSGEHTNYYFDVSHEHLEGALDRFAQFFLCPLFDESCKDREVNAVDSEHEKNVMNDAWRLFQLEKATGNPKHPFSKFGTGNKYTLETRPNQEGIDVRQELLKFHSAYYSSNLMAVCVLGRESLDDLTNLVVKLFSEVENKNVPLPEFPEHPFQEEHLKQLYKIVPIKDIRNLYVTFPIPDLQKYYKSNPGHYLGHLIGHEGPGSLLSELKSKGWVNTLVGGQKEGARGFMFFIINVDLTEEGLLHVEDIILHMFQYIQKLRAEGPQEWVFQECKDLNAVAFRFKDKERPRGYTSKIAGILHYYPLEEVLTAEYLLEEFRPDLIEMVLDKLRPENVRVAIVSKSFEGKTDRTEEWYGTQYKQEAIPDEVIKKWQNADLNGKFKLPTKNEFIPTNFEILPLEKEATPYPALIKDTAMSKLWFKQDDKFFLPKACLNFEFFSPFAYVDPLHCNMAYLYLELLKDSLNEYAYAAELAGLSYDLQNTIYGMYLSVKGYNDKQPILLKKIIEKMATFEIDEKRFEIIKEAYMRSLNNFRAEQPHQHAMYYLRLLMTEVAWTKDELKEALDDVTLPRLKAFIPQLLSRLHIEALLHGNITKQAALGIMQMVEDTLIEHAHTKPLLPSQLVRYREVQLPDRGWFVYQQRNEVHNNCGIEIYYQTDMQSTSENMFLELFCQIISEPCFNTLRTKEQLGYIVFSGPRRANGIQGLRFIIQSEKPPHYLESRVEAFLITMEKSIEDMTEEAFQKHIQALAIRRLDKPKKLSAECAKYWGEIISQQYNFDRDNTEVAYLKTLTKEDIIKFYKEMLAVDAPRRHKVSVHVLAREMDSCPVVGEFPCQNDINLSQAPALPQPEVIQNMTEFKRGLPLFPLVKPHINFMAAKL
# Active calls of the source: *. This is a subset. The share of hits here may be higher or lower than overall.
SMILES,IDE act
COc1ccc(C(=O)NC(=O)COC(=O)c2ccc(C)o2)cc1,0.7
CS(=O)(=O)c1ccc(-c2sc3ccccc3c2C(=O)NCCCN2CCOCC2)cc1,0.6
CC(=O)Nc1ccc(S(=O)(=O)Nc2cc(S(=O)(=O)N3CCCCC3)ccc2O)cc1,3.2
CN(C)C(CNC(=O)c1cccc(S(=O)(=O)N2CCN(c3ccccc3)CC2)c1)c1ccccc1 (configuration not stated),3.9
C=Cc1cc2c(cc1O)CCC1C2CCC2(C)C(O)CCC12 (configuration not stated),8.0
CCOc1ccc2oc(C(=O)OCC(=O)NC3CCCC3)c(C)c2c1,0.1
COc1cc(-c2nnc(NC(=O)CCS(=O)(=O)c3ccc(F)cc3)o2)cc(OC)c1OC,-0.8
O=C(COC(=O)Cc1ccsc1)Nc1cccc(F)c1,0.9
CC(C)NS(=O)(=O)c1ccc(NC(=O)C(C)OC(=O)C2CCC2)cc1 (configuration not stated),6.3
O=S(=O)(c1ccc2c(c1)OCCO2)N1CCCN(S(=O)(=O)c2c(F)cccc2F)CC1,4.2
O=C(Nc1ccccn1)C1CCN(C(=O)Nc2ccccc2)CC1,2.0
O=C1C=C(c2ccnc3cc(Cl)ccc23)C[C@@H](c2ccc3c(c2)OCO3)C1,0.6
CN(CCN(C)C(=O)c1[nH]cnc1C(=O)Nc1ccccc1)C(=O)c1[nH]cnc1C(=O)Nc1ccccc1,4.7
O=C(Nc1ccc2nc(N3CCOCC3)sc2c1)c1ccc(F)cc1,-0.6
COC(=O)[C@]12C(=O)NC[C@H](CN1c1ccc(C(F)(F)F)cc1)N2C,-1.8
CCCN(C(=O)CSc1nc(C2CC2)n(-c2ccccc2)n1)C1CCS(=O)(=O)C1 (configuration not stated),1.5
Cc1c(N)cccc1N,1.1
Cc1ccc(S(=O)(=O)Nc2cccc3c2O[C@H](CN(C)C(=O)Nc2ccc(C(F)(F)F)cc2)[C@@H](C)CN([C@H](C)CO)C3=O)cc1,4.5
CCN1C(=O)[C@H]2[C@@H](c3ccc(-c4ccc(OC)cc4)cc3)N3CCCC[C@@]3(C(=O)OC)[C@H]2C1=O,-0.7
O=c1cc(-c2ccccc2O)nc(-c2ccccc2)[nH]1,10.6
C=C1CC(COc2cc(=O)oc3ccccc23)(c2ccccc2)OC1=O (configuration not stated),0.4
CN(Cc1ccc(Cl)cc1)C(=O)CNC(=O)C12CC3CC(CC(C3)C1)C2,0.9
CCN1C(=O)[C@H]2[C@H]3CN=C(SC)N3[C@@](CC)(C(=O)OC)[C@H]2C1=O,1.5
CC(C)Oc1ccc(S(=O)(=O)N2CCCCC2)cc1NC(=O)C1CCCC1,3.9
O=C(O)C1C(c2ccccc2)c2ccccc2C(O)C1CO (configuration not stated),-2.0
# Additional structures follow:
SMILES,IDE act
CC(C)N(C(=O)CSc1ccc(S(=O)(=O)N2CCCCC2)cn1)C(C)C,5.5
CCOc1ccc(NC(=O)CN(C)C(=O)c2ccc(COc3ccccc3)cc2)cc1OCC,0.9
O=C(CC1Sc2ccccc2NC1=O)NNc1cc(Cl)ccc1Cl (configuration not stated),1.9
CCN(C[C@H]1N[C@@](Cc2ccccc2)(C(=O)OC)[C@H]2C(=O)N(Cc3ccccc3)C(=O)[C@@H]12)C(C)=O,3.7
O=C(NCC1CCCN1S(=O)(=O)c1cccs1)C(=O)Nc1cccc(F)c1 (configuration not stated),4.3
COc1cccc(Nc2nc(Nc3ccc(Cl)c(C(=O)O)c3)nc(C)c2[N+](=O)[O-])c1,5.2
O=C(CN1C(=O)/C(=C2/SC(=S)N(CCS(=O)(=O)O)C2=O)c2ccccc21)Nc1cccc(Br)c1,-1.2
Cc1ccc(CN2C(=O)C[C@@H](NC(=O)OCC3c4ccccc4-c4ccccc43)C/C=C\C2c2ccc(C)cc2)cc1 (some centres not stated),-0.2
O=C(COc1cccc2c1CCNC2=O)Nc1ccc(F)cc1,4.4
CCOC(=O)[C@H]1[C@H]2COc3ccccc3[C@@H]2N2C(=O)c3cc(F)ccc3NC(=O)[C@@]12C,-0.3
O=[N+]([O-])c1ccc(N=NNc2ccc([N+](=O)[O-])cc2)cc1,1.0
O=C1CCCc2c1oc1c2CCCC1,4.5
Cc1ccc(CNS(=O)(=O)CCNC(=O)c2ccc3c(c2)OCO3)cc1,4.8
Fc1ccc2cc(-c3ccccc3F)ncc2c1,2.6
CCOC(=O)c1c(NC(=O)COC(=O)CCOc2ccccc2C)sc(C(=O)NC)c1C,2.5
COc1ccc(S(=O)(=O)N2CCN(c3ncccn3)CC2)cc1,2.2
COc1ccc2c(c1)CC[C@@H]1[C@@H]2CC[C@]2(C)[C@@H](C(C)=O)C[C@@H]12,-1.0
Cc1ccc(CNC(=O)c2cc(C3CC3)nc3c2cnn3C(C)C)cc1,1.9
COc1cc2c(cc1OC)C(=O)N1[C@H]3c4cc(C)ccc4OC[C@@H]3[C@H](c3ccccc3)[C@]1(C)C(=O)N2,7.9
COc1ccc(C(OC(=O)c2ccco2)C(=O)NC(C)(C)C)cc1OC (configuration not stated),1.2
Cc1cccc(N2CCN(C(=O)c3ccc(S(=O)(=O)N(C)c4ccccc4)cc3)CC2)c1C,-4.0
O=C1N[C@@H](Cc2ccccc2)C(=O)N2[C@H]1C[C@]1(Br)c3ccccc3N(S(=O)(=O)c3ccccc3)[C@H]21,-2.2
Cc1ccc(S(=O)(=O)Nc2cccc(C(=O)NCCCN3CCOCC3)c2)cc1F,0.7
CCN(c1ccccc1)S(=O)(=O)c1ccc(Oc2ccc([N+](=O)[O-])cc2)nc1,2.9
COc1ccc(CC2(CO)COc3ccccc3C2=O)cc1 (configuration not stated),6.1

# Seven entries out of the list, sorted by molar mass, low to high.
SMILES,IDE act
COc1ccc(S(=O)(=O)N2CCN(c3ncccn3)CC2)cc1,2.2
CN(Cc1ccc(Cl)cc1)C(=O)CNC(=O)C12CC3CC(CC(C3)C1)C2,0.9
CC(C)N(C(=O)CSc1ccc(S(=O)(=O)N2CCCCC2)cn1)C(C)C,5.5
CS(=O)(=O)c1ccc(-c2sc3ccccc3c2C(=O)NCCCN2CCOCC2)cc1,0.6
CCOc1ccc(NC(=O)CN(C)C(=O)c2ccc(COc3ccccc3)cc2)cc1OCC,0.9
COc1cc(-c2nnc(NC(=O)CCS(=O)(=O)c3ccc(F)cc3)o2)cc(OC)c1OC,-0.8
Cc1ccc(CN2C(=O)C[C@@H](NC(=O)OCC3c4ccccc4-c4ccccc43)C/C=C\C2c2ccc(C)cc2)cc1 (some centres not stated),-0.2

# Other structures follow:
SMILES,IDE act
Cc1cc(Cl)ccc1NC(=O)CSc1n[nH]c(N)n1,2.2
Nc1nonc1-n1nnc(C(=O)N/N=C/c2cccc(Cl)c2)c1CN1CCCC1,3.2
CC(NC(=O)CNC(=O)c1ccccc1F)c1ccc(-n2ccnc2)cc1 (configuration not stated),2.1
C[C@@H]1CN([C@@H](C)CO)C(=O)c2cc(NS(=O)(=O)c3cccs3)ccc2O[C@H]1CN(C)Cc1ccc(C(F)(F)F)cc1,2.9
O=C(N/N=C/c1cc([N+](=O)[O-])cc([N+](=O)[O-])c1O)C(O)(c1ccccc1)c1ccccc1,5.2
O=C1C=CN2CCCC2CC1 (configuration not stated),-1.9
CC(C)c1ccc(NC(=O)COC(=O)C2CC3C=CC2C3)cc1 (configuration not stated),5.7
C[C@H](CO)N1C[C@H](C)[C@@H](CN(C)S(=O)(=O)c2ccc(F)cc2)Oc2ccc(NC(=O)c3ccncc3)cc2C1=O,-0.8
O=C(COc1ccc(-c2nnco2)cc1)Nc1c(Cl)cccc1C(F)(F)F,2.6
Cc1ccc(NC(=O)Cc2nc(COC(=O)C(C)NS(=O)(=O)c3ccc(C)cc3)cs2)cc1 (configuration not stated),-0.3
CC(C)c1ccc(C(=O)COC(=O)C(O)c2ccccc2)cc1 (configuration not stated),4.8
C[C@H](CO)N1C[C@H](C)[C@@H](CN(C)S(=O)(=O)c2cccs2)Oc2c(NS(=O)(=O)c3cn(C)cn3)cccc2C1=O,2.0
CCCCC1CCC(C(=O)Nc2ccc(N3CCOCC3)cc2N2CCOCC2)CC1 (configuration not stated),9.1
CC(C)C[C@H]1CNC(=S)N1CC1CCN(CC2CCC(C(C)(C)C)CC2)CC1 (some centres not stated),3.2
CCCCCCSc1ccc(-c2nc3ccc(Cl)cn3c2NC2CCCCC2)cc1,-3.6
Cc1ccc(S(=O)(=O)Nc2ccccc2F)cc1C(=O)N1CCN(c2ccccc2O)CC1,4.8
CN(C(=O)c1ccc(NC(=O)Cc2cccc(NC(=O)C3CCN(C(=O)c4ccccc4)CC3)c2)cc1)C1CCCC1,-1.0
CC(C)Cc1nnc(N)s1,-3.2
CN(Cc1ccccc1)C(=O)c1cccc(NC(=O)Cc2ccc(NC(=O)C3CCCN(C(=O)C4CC4)C3)cc2)c1 (configuration not stated),-1.5
COCCn1c(Cc2ccccc2)nnc1SCC(=O)N1CCCC1=O,1.5
Cc1ccc(NS(=O)(=O)N2CCCCC2)cc1,-0.8
O=C(COC(=O)C1=COCCO1)Nc1ccc(F)c(F)c1,3.9
O=C(CCOc1ccccc1)N1CCN(S(=O)(=O)c2ccccc2F)CC1,-0.3
O=C(Nc1ccccc1)c1cccc(NC(=O)c2ccco2)c1,5.9
O=C(NNC(=O)c1nc2ccccc2[nH]1)OCc1ccccc1,-0.3

# Reprinted at random: 4 compounds from above
SMILES,IDE act
CC(NC(=O)CNC(=O)c1ccccc1F)c1ccc(-n2ccnc2)cc1 (configuration not stated),2.1
CCCCC1CCC(C(=O)Nc2ccc(N3CCOCC3)cc2N2CCOCC2)CC1 (configuration not stated),9.1
O=C(Nc1ccccc1)c1cccc(NC(=O)c2ccco2)c1,5.9
O=C(NNC(=O)c1nc2ccccc2[nH]1)OCc1ccccc1,-0.3

# (continued)
SMILES,IDE act
COc1ccc(C(CNC(=O)c2cccc(S(=O)(=O)Nc3ccc(C)cc3)c2)N2CCOCC2)cc1 (configuration not stated),4.1
COc1ccc(OC)c(NC(=O)COc2ccc3c(c2)CCC3)c1,4.2
COc1ccc(NS(=O)(=O)c2cccc(C(=O)NCC(c3ccc(OC)cc3)N3CCCCC3)c2)cc1 (configuration not stated),-4.0
CC(C)Cn1c(SCC(=O)N2CCOCC2)nc2ccccc2c1=O,1.8
CCOC(=O)C1CCCN(C(=O)c2ccc(Cl)c(S(=O)(=O)N3CCc4ccccc43)c2)C1 (configuration not stated),-7.3
O=C(C[C@H]1C/C=C\C[C@@H](Cc2ccc(F)cc2)C(=O)O[C@@H](c2ccccc2)CNC1=O)N[C@@H](CO)Cc1ccccc1,-1.6
COc1ccc(COC(=O)CCS(=O)(=O)c2ccc(C)cc2)cc1F,2.3
COc1ccc(NC(=O)COC(=O)C2CC(=O)N(CCc3ccc(OC)c(OC)c3)C2)cc1Cl (configuration not stated),-3.5
COc1ccc(OC)c(S(=O)(=O)NCC(c2ccco2)S(=O)(=O)c2ccccc2)c1 (configuration not stated),1.7
COc1ccc(NC(=O)N(C)C[C@H]2Oc3ccc(NS(=O)(=O)c4ccccc4)cc3C(=O)N([C@H](C)CO)C[C@@H]2C)cc1,3.0
Cc1cc(C)c(OCC(=O)OC(C)C(=O)N2CCc3ccccc32)c(C)c1 (configuration not stated),1.4
O=C(Nc1cccc(/C=C/c2ccccn2)c1)c1ccc(-n2cncn2)c([N+](=O)[O-])c1,-7.2
COc1ccc(C(=O)OCC(=O)Nc2ccc(N3CCOCC3)cc2)cc1,0.4
CCCCc1nnc(NC(=O)CCS(=O)(=O)c2ccc(C)cc2)s1,0.9
Cc1ccc(NC(=O)CCC(=O)N2CCN(S(=O)(=O)c3ccc(C)cc3)CC2)cc1,2.0
COc1cc(CC(=O)OCC(=O)NCCc2ccc(S(N)(=O)=O)cc2)cc(OC)c1OC,-1.3
COC(=O)c1nccc2c1[nH]c1ccccc12,2.1
CCN(CC(=O)Nc1c(F)cccc1F)C(=O)c1ccc(OCC(=O)N2CCOCC2)c(OC)c1,4.0
COc1ccc(NC(C)=O)cc1NC(=O)c1cccc(S(=O)(=O)N2CCc3ccccc32)c1,1.4
[O-]/[N+](=N\Nc1ccc(Cl)cc1)c1ccccc1,7.8
CCOC(=O)[C@H]1[C@H]2COc3ccc(C)cc3[C@@H]2N2C(=O)[C@@H](C)NC(=O)[C@@]12C,0.5
CC(C)C[C@H](NC(=O)c1nc[nH]c1C(=O)NC1CCNCC1)C(=O)OCc1ccccc1,3.4
COc1ccc(CN2CC(=O)N3[C@H]4c5ccccc5OC[C@@H]4[C@H](c4ccccc4)[C@]3(C)C2=O)cc1,7.8
O=C(Nc1c(Br)cc2c(c1Br)Cc1ccccc1-2)C(Cl)Cl,3.3
COc1cccc(-c2nn(-c3ccc(C)cc3)cc2C(=O)N2CCN(C3CCS(=O)(=O)C3)CC2)c1 (configuration not stated),1.3
# Later entries
SMILES,IDE act
CC(=O)NCc1ccc(C(=O)COC(=O)COc2ccccc2)s1,3.9
COC(=O)[C@]1(C)N[C@H](CN(C)C(C)=O)[C@@H]2C(=O)N(Cc3ccccc3)C(=O)[C@@H]21,-0.8
CC(C)(C)OC(=O)N1CCC(C(=O)Nc2cccc(C(=O)NCCc3ccccc3)c2)CC1,0.6
Cc1ccc(S(=O)(=O)N2CCN(C(=O)COC(=O)/C=C/c3ccccc3F)CC2)c(C)c1,-0.4
N#Cc1ccc(CN2CCN(C(=O)c3cccc(S(=O)(=O)N4CCCCCC4)c3)CC2)cc1,-2.8
COc1cc(C(=O)OCC(=O)NCCC2=CCCCC2)ccc1OCC(C)C,3.4
CCCCn1c(N)c(N(CC(C)C)C(=O)C(C)SCc2nc3sc(C)c(C)c3c(=O)[nH]2)c(=O)[nH]c1=O (configuration not stated),1.3
Cc1ccc(Cc2nnc(SCC(=O)Nc3c(C)cccc3C)[nH]c2=O)cc1,4.9
CC1(c2nnc(Cc3ccccc3)o2)CC(c2ccccc2Br)=NO1 (configuration not stated),5.4
C[C@H](CO)N1C[C@H](C)[C@@H](CN(C)C(=O)Nc2ccc(C(F)(F)F)cc2)Oc2c(NS(=O)(=O)c3cn(C)cn3)cccc2C1=O,4.2
Cc1ccc(S(=O)(=O)NCCC(=O)N2CCCC(C)C2)cc1 (configuration not stated),6.0
